Compound activity deposited in PubChem by several laboratories.
Rpn11 inh – Rpn11 (human) deubiquitinase inhibition; human 26S proteasome, Ub4-pepOG fluorescence polarization; 20S core pre-blocked with epoxomicin; AID 588493; calls only at 20 µM; 360,000 tested, 0.59% active;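 active means inhibition at 20 µM, scaled to each plate's controls, above about 33%, limit read from the data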
MLLE-PAM2 inh – inhibitors of microRNA-mediated deadenylation, human PABP1 MLLE binding; GST-MLLE / FITC-PAM2 fluorescence polarization; inhibition, % at 20 µM; 360,000 tested, 0.36% active; in the data active means inhibition above about 35%, passing the limit was not always enough;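 further: plate controls were DMSO wells with GST-MLLE for no effect and wells lacking GST-MLLE protein for full effect; some results filed as inactive read as strong as hits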
MsrA act – activators of bovine methionine sulfoxide reductase A | 360,000 tested, 0.3% active | activation, % at 10.6 µM | purified bovine MsrA, absorbance read-out | AID 602163; in the data active means activation above about 7.5%;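 further: 0% = vehicle and 100% = reference activator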
Rin1-Abl PPI inh – blocks binding of human Rin1 to Abl; inhibition, % at 7.35 µM; TR-FRET Rin1/Abl binding, biochemical; 360,000 tested, 0.4% active; in the data active means inhibition above about 5%, passing the limit was not always enough
CSN inh – inhibitors of human CSN-mediated cullin deneddylation; Purified CSN, SCF-Nedd8-OG deneddylation, fluorescence polarization; inhibition, % at 12.5 µM; 360,000 tested, 0.38% active; AID 651999;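 active means pattern-corrected inhibition above about 35%, with an unprinted fluorescence ratio check between 0.5 and 1.5, limit read from the data, passing the limit was not always enough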;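 further: 0% = enzyme with substrate and 100% = substrate without enzyme; some results filed as inactive read as strong as hits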
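Schedule: reaction 90 min, room temperature / Assay system: HEK293T-derived human Csn5 enzyme / Input: Csn5 at 0.24 nM final / Measure: inhibition of Csn5 cleavage, % / Control set: substrate-only high control, full reaction low control / Technique: fluorescence polarization of the substrate / Buffer or medium: Tris/NaCl/DTT buffer, pH 7.5 / Reagent: SCFSkp2-Nedd8OG substrate at 10 nM final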
MT1-MMP act inh – blocks activation of human MT1-MMP. AID 651647. 360,000 tested, 0.061% active. GFP/RFP ratio change, % at 20 µM. HT1080 RFP-PRO-GFP cells, GFP/RFP ratio fluorescence, overnight; percent of plate control window, DMSO zero;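 active means GFP/RFP ratio change of at least 30% with cell ATP level not reduced by more than half and red fluorescence within 50% of control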; further: strong numbers were not always called active
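Assay system: RFP-PRO-GFP reporter HT1080 cells; read-out basis: GFP/RFP fluorescence ratio; benchmarks: DMSO wells and RFP-L50D-GFP cells; doses: 20 µM single dose, 1% DMSO; schedule: overnight cell settling, then overnight compound exposure, 37 °C, 5% CO2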
MsrA inh – bovine MsrA inhibition. 360,000 tested, 0.75% active. purified bovine MsrA, absorbance read-out. inhibition, % at 15.5 µM; in the data active means inhibition above about 4.5%;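 further: 0% = vehicle wells with enzyme and 100% = reference inhibitor wells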
eLon inh – inhibits E. coli Lon protease; inhibition, % at 7.94 µM; P0A9M0; purified E. coli Lon protease, fluorescence polarization; AID 602123; 360,000 tested, 0.42% active; in the data active means inhibition above about 13%, passing the limit was not always enough;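 further: 0% = enzyme with probe and DMSO and 100% = no enzyme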
FAS-TE inh – blocks the thioesterase domain of human fatty acid synthase; P49327; recombinant FAS-TE, OMFH fluorogenic substrate, fluorescence endpoint; inhibition, % at 15 µM; 360,000 tested, 0.67% active; AID 602261;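 active means compounds whose normalised, plate-corrected inhibition of enzyme fluorescence in the single-dose primary screen is 50% or more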;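 further: 0% = DMSO with enzyme and 100% = substrate without enzyme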
* marks the source's active call; other numbers are inactive results; i = inactive; · = no result given.

#1 COc1ccc(-c2csc(C(C)(O)c3ccc(F)c(F)c3)n2)cc1OC (centres undefined)
#2 O=C(Nc1nncs1)c1ccccc1Br
#3 NS(=O)(=O)c1ccc(CCNC(=O)c2ccc3c(c2)N(Cc2ccccc2)CCS3)cc1
#4 CCCCOCCCNC(=O)c1ccc(NC(C)=O)cc1
#5 NC(=O)c1ccsc1NC(=O)COC(=O)c1ccc(Cl)nc1
#6 CNC(C)c1ccc(S(N)(=O)=O)cc1 (centres undefined)
entry no.,1,2,3,4,5,6
Rpn11 inh,i,i,i,i,i,i
MLLE-PAM2 inh,6,9,17,6,-27,6
MsrA act,-3,-3,-2,-8,-10,0
Rin1-Abl PPI inh,3,-1,-10,1,0,-4
CSN inh,-1,-4,-5,-2,6,0
MT1-MMP act inh,-3,0,-3,3,3,2
MsrA inh,0.1,-1.0,-1.0,-0.7,0.3,-1.3
eLon inh,-5,3,4,10,-13,3
FAS-TE inh,11,-10,7,-11,-4,-4

#7 Cn1c(O)c(N=NC(=O)CNC(=O)c2cccnc2)c2ccccc21
#8 CC(C)N(C)S(=O)(=O)c1ccc(NC(=O)CSC(=S)N2CCCC2)cc1
#9 O=C(NCc1ccc(F)cc1)C1CCN(C(=O)NCc2ccccc2)CC1
#10 O=C(NNc1cccc(Cl)n1)c1ccc(Cl)cc1Cl
#11 c1ccc(-c2nnc(N3CCOCC3)nc2-c2ccccc2)cc1
#12 O=C(CCCCCCCC(=O)NNC(=O)Nc1ccccc1)NNC(=O)Nc1ccccc1
entry no.,7,8,9,10,11,12
Rpn11 inh,i,i,i,i,i,i
MLLE-PAM2 inh,1,5,3,-7,-8,3
MsrA act,-2,0,2,-1,-4,-8
Rin1-Abl PPI inh,-7,2,-5,-2,0,-2
CSN inh,-4,-4,3,-4,-2,12
MT1-MMP act inh,-2,3,-4,2,-3,-5
MsrA inh,4.7*,0.6,0.5,-0.7,1.8,-0.1
eLon inh,19*,0,-2,1,6,-14
FAS-TE inh,-7,10,-7,-4,7,-2

#13 CC1(C)CC(OC(=O)c2ccccc2)CC(C)(C)N1
#14 CCC(=O)Nc1nnc(-c2ccco2)o1
#15 CCSc1nnc(NC(=O)C2CCCN(C(=O)c3ccc(Cl)cc3)C2)s1 (centres undefined)
#16 Cn1c(CN2CCC(C(N)=O)CC2)c(C#N)c2ccccc21
#17 Cc1ccc(C)c(N(C(=O)c2snc(C(N)=O)c2N)C(C(=O)NCC2CCCO2)c2ccc(C)o2)c1 (centres undefined)
#18 O=C(NNC(=O)[C@@H]1CCCC[C@@H]1C(=O)O)Nc1ccccc1
entry no.,13,14,15,16,17,18
Rpn11 inh,i,i,i,i,i,i
MLLE-PAM2 inh,1,2,-1,3,11,11
MsrA act,-4,0,-1,-5,-2,-4
Rin1-Abl PPI inh,-2,0,2,3,0,2
CSN inh,-3,3,-1,7,-3,-6
MT1-MMP act inh,6,-1,1,3,-4,2
MsrA inh,-1.2,-0.7,0.0,-0.5,2.3,-0.7
eLon inh,-6,0,7,-2,1,2
FAS-TE inh,-6,-3,-1,-6,4,-13

#19 O=C1[C@@H]2[C@@H]3C[C@@H]([C@H]4ON=C(c5ccc(Cl)cc5)[C@@H]34)[C@@H]2C(=O)N1c1ccc2c(c1)OCO2
#20 Cc1nc2c(C(=O)N3CCCCC3)cnn2c(C)c1Cc1ccccc1F
#21 O=C1N(c2ccccc2)C[C@@H]2C[C@@H](c3cc4ccccc4o3)N3CCC[C@@]123
#22 COc1cc(-c2ccc3oc(-c4ccsc4)cc3c2)cc(OC)c1OC
#23 Cc1ccccc1-c1nnc(SCC(=O)NC2CCS(=O)(=O)C2)n1C (centres undefined)
#24 CC(Sc1ncnc2c1cnn2-c1ccccc1)C(=O)NCC1CCCO1 (centres undefined)
entry no.,19,20,21,22,23,24
Rpn11 inh,i,i,i,i,i,i
MLLE-PAM2 inh,-7,5,-6,-1,-1,4
MsrA act,-2,-3,-9,1,-5,-4
Rin1-Abl PPI inh,2,-1,5,2,2,-11
CSN inh,-11,-1,-8,-4,-2,1
MT1-MMP act inh,6,2,-17,-2,2,-1
MsrA inh,0.1,0.1,-0.6,-1.3,-0.1,0.6
eLon inh,0,7,-1,7,2,-3
FAS-TE inh,11,-5,-1,1,-5,2

#25 CC/C(=N\NC(=O)c1ccc2c(c1)OCO2)c1ccccc1
#26 O=C(O)CCn1c(Cc2ccccc2)nc2ccccc21
#27 COc1ccccc1N(CC(=O)Nc1ccccc1C(F)(F)F)S(=O)(=O)c1cccs1
#28 Cc1cccc(N=Nc2c(C)nn(-c3ccccc3)c2N)c1C
#29 COc1ccc(C)cc1S(=O)(=O)N(C)CC(=O)N1CCC(C)CC1
#30 Cc1ccc(N2C(=O)CC(NNc3nc4ccccc4s3)C2=O)cc1 (centres undefined)
entry no.,25,26,27,28,29,30
Rpn11 inh,i,i,i,i,i,i
MLLE-PAM2 inh,11,5,7,-3,8,8
MsrA act,-2,-1,-2,0,-2,-3
Rin1-Abl PPI inh,1,0,0,2,1,0
CSN inh,1,2,-2,-2,2,-4
MT1-MMP act inh,-2,3,2,-1,-3,-1
MsrA inh,1.1,-0.2,0.2,1.5,0.3,0.3
eLon inh,-7,-6,-6,-36,0,-8
FAS-TE inh,-6,-3,27,37,-6,1

#31 O=C(COc1ccc(F)cc1)Nc1ccc2c(c1)OCCO2
#32 CC(=O)Nc1cncc(-c2cccc(C(=O)NC3CC3)c2)n1
#33 CCOc1ccccc1N=Nc1c(C)[nH]n(-c2ccccc2)c1=O
#34 NNC(=O)c1cc2cc(Oc3ccccc3)ccc2[nH]1
#35 CN(C)CC1CCC/C(=C\c2ccc(OC(=O)/C=C/c3ccccc3)cc2)C1=O (centres undefined)
#36 CC(C)(C)OC(=O)NCCCCCNC(=O)c1nc[nH]c1C(=O)NCC(=O)OCc1ccccc1
entry no.,31,32,33,34,35,36
Rpn11 inh,i,i,i,i,i,i
MLLE-PAM2 inh,-2,11,7,10,8,-3
MsrA act,-11,-4,-6,-4,-4,-5
Rin1-Abl PPI inh,0,-1,0,1,0,3
CSN inh,4,2,0,3,6,98
MT1-MMP act inh,3,6,9,-4,3,-5
MsrA inh,-0.8,2.1,·,1.9,-0.3,-1.0
eLon inh,-3,0,-2,-5,4,-10
FAS-TE inh,4,-8,15,1,11,29

#37 CCOC(=O)N1CCN(C(=O)C2CC(c3cc(OC)ccc3OC)=NO2)CC1 (centres undefined)
#38 COc1ccc(OCC(=O)NC(=S)NNC(=O)COc2ccc(Br)cc2Cl)cc1
#39 Cc1ccccc1CSc1nnc(-c2ccncc2)o1
#40 CC(C)CCNC(=O)NC(=O)COC(=O)CCN=C1NS(=O)(=O)c2ccccc21
#41 C=CCNC(=S)Nc1ccc(Cl)cc1F
#42 Cc1cc(-c2onc(C)c2C(=O)Nc2ccc(C(F)(F)F)cc2)no1
entry no.,37,38,39,40,41,42
Rpn11 inh,i,i,i,i,i,i
MLLE-PAM2 inh,-4,27,-12,1,10,29
MsrA act,-2,3,-4,-2,-4,-1
Rin1-Abl PPI inh,2,1,1,0,1,-1
CSN inh,-2,7,-6,12,4,1
MT1-MMP act inh,5,7,-7,1,4,-2
MsrA inh,-0.7,-1.8,-0.4,1.4,-0.4,-0.7
eLon inh,-7,0,-3,-2,-6,1
FAS-TE inh,-7,-5,-2,-2,-4,-1

#43 Cc1c(Br)c(O)c(Br)c(O)c1/C=N/n1c(-c2ccccc2)n[nH]c1=S
#44 O=C1CN(C(=O)COc2ccc([N+](=O)[O-])cc2Cl)c2ccccc2N1
#45 COc1ccc(-c2cc3c(=O)n(CC(=O)NCc4ccc(C)cc4)ncn3n2)cc1
#46 Oc1ccc(C(c2nnnn2C2CCCC2)N2CCc3ccccc3C2)cc1 (centres undefined)
#47 Cc1cccc(N(CC(=O)Nc2ccc(CC#N)cc2)S(C)(=O)=O)c1
#48 Cc1cc2cc(CNC(=O)Nc3ccccc3)ccc2n1C
entry no.,43,44,45,46,47,48
Rpn11 inh,i,i,i,i,i,i
MLLE-PAM2 inh,13,-1,-2,12,9,63*
MsrA act,-7,-2,-7,-3,-2,-6
Rin1-Abl PPI inh,0,-3,-2,-4,-4,-2
CSN inh,3,-2,5,0,4,-2
MT1-MMP act inh,0,0,0,·,-2,41
MsrA inh,·,1.0,-0.7,0.0,-1.3,1.1
eLon inh,2,11,-9,9,7,41
FAS-TE inh,0,6,-8,12,-5,-13

An excerpt from above in order of the CSN inh value, descending:
| no. | structure | Rpn11 inh | MLLE-PAM2 inh | MsrA act | Rin1-Abl PPI inh | CSN inh | MT1-MMP act inh | MsrA inh | eLon inh |
| --- | --- | --- | --- | --- | --- | --- | --- | --- | --- |
| 45 | COc1ccc(-c2cc3c(=O)n(CC(=O)NCc4ccc(C)cc4)ncn3n2)cc1 | i | -2 | -7 | -2 | 5 | 0 | -0.7 | -9 |
| 47 | Cc1cccc(N(CC(=O)Nc2ccc(CC#N)cc2)S(C)(=O)=O)c1 | i | 9 | -2 | -4 | 4 | -2 | -1.3 | 7 |
| 48 | Cc1cc2cc(CNC(=O)Nc3ccccc3)ccc2n1C | i | 63* | -6 | -2 | -2 | 41 | 1.1 | 41 |

Another view of 14 compounds above.
No. | mol | Rpn11 inh | MLLE-PAM2 inh | MsrA act | Rin1-Abl PPI inh | CSN inh | MT1-MMP act inh | MsrA inh | eLon inh | FAS-TE inh
32 | CC(=O)Nc1cncc(-c2cccc(C(=O)NC3CC3)c2)n1 | i | 11 | -4 | -1 | 2 | 6 | 2.1 | 0 | -8
33 | CCOc1ccccc1N=Nc1c(C)[nH]n(-c2ccccc2)c1=O | i | 7 | -6 | 0 | 0 | 9 | · | -2 | 15
34 | NNC(=O)c1cc2cc(Oc3ccccc3)ccc2[nH]1 | i | 10 | -4 | 1 | 3 | -4 | 1.9 | -5 | 1
35 | CN(C)CC1CCC/C(=C\c2ccc(OC(=O)/C=C/c3ccccc3)cc2)C1=O (centres undefined) | i | 8 | -4 | 0 | 6 | 3 | -0.3 | 4 | 11
36 | CC(C)(C)OC(=O)NCCCCCNC(=O)c1nc[nH]c1C(=O)NCC(=O)OCc1ccccc1 | i | -3 | -5 | 3 | 98 | -5 | -1.0 | -10 | 29
37 | CCOC(=O)N1CCN(C(=O)C2CC(c3cc(OC)ccc3OC)=NO2)CC1 (centres undefined) | i | -4 | -2 | 2 | -2 | 5 | -0.7 | -7 | -7
38 | COc1ccc(OCC(=O)NC(=S)NNC(=O)COc2ccc(Br)cc2Cl)cc1 | i | 27 | 3 | 1 | 7 | 7 | -1.8 | 0 | -5
39 | Cc1ccccc1CSc1nnc(-c2ccncc2)o1 | i | -12 | -4 | 1 | -6 | -7 | -0.4 | -3 | -2
40 | CC(C)CCNC(=O)NC(=O)COC(=O)CCN=C1NS(=O)(=O)c2ccccc21 | i | 1 | -2 | 0 | 12 | 1 | 1.4 | -2 | -2
41 | C=CCNC(=S)Nc1ccc(Cl)cc1F | i | 10 | -4 | 1 | 4 | 4 | -0.4 | -6 | -4
42 | Cc1cc(-c2onc(C)c2C(=O)Nc2ccc(C(F)(F)F)cc2)no1 | i | 29 | -1 | -1 | 1 | -2 | -0.7 | 1 | -1
43 | Cc1c(Br)c(O)c(Br)c(O)c1/C=N/n1c(-c2ccccc2)n[nH]c1=S | i | 13 | -7 | 0 | 3 | 0 | · | 2 | 0
44 | O=C1CN(C(=O)COc2ccc([N+](=O)[O-])cc2Cl)c2ccccc2N1 | i | -1 | -2 | -3 | -2 | 0 | 1.0 | 11 | 6
45 | COc1ccc(-c2cc3c(=O)n(CC(=O)NCc4ccc(C)cc4)ncn3n2)cc1 | i | -2 | -7 | -2 | 5 | 0 | -0.7 | -9 | -8
